Source: PubChem (several laboratories)
SUMO1 PPI mod: SUMO1-SIM interaction modulation | P63165 | inhibition, % at 20 µM | SUMO1 binding to a labelled peptide, TR-FRET, 1 h | 360,000 tested, 0.33% active; in the data active means inhibition above about 37%
Target sequence (P63165 whole entry, looked up): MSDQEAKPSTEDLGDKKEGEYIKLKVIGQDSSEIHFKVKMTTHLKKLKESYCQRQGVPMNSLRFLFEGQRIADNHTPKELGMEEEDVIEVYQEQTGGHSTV
Neddylation inh: cullin neddylation inhibition; AID 651699; 360,000 tested, 0.58% active; P61081+Q13564; TR-FRET cullin neddylation, biochemical; calls only at 25 µM; in the data active means inhibition above about 36%
LMPTP inh: blocks human LMPTP phosphatase; P24666; recombinant LMPTP-A, OMFP fluorogenic substrate, fluorescence intensity; inhibition, % at 20 µM; 360,000 tested, 0.22% active; AID 651560;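 active means compounds that cut the enzyme signal by at least half of the control window in the single-dose screen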;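 further: plate controls were DMSO wells with enzyme plus substrate for no effect and substrate without enzyme for full effect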
Target sequence (P24666 whole entry, looked up): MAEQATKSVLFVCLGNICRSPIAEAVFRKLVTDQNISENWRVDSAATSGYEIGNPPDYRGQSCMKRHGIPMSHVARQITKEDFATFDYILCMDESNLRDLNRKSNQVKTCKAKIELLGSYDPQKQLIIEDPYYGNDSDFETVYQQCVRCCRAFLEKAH
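Test system – LMPTP-A enzyme · Amount – LMPTP-A at 0.625 nM final in the reaction · Buffer or medium – Bis-Tris pH 6.0, DTT, detergent · Reagent – OMFP 400 µM · Doses – single 20 µM dose · Schedule – reaction 50 min, room temperature, dark · Detection – fluorescence intensity of OMFP turnover product · Evaluation – percent inhibition versus substrate-only and uninhibited controls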
NRP1-CendR mod: modulators of CendR peptide binding to human neuropilin-1; O14786; FAM-RPARPAR peptide binding to NRP-1, fluorescence polarization; inhibition, % at 25 µM; 360,000 tested, 0.85% active; AID 602438;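 active means inhibition or corrected inhibition above about 18%, plus a signal ratio from 0.5 to 1.5, limit read from the data, passing the limit was not always enough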; further: strong numbers were not always called active
SKN-1 block: inhibitors of C. elegans SKN-1 | C. elegans VP596 Pgst-4::GFP/RFP ratio, acrylamide-induced, 24 h | inhibition, % at 21.8 µM | 360,000 tested, 0.49% active | AID 624304;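 active means interference check ratio from 0.5 to 1.5 plus GFP to RFP signal ratio inhibition reaching or exceeding a fixed threshold, cut at about 30% in these data, passing the limit was not always enough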; further: some compounds called inactive have numbers as strong as hits
DNMT1 block: inhibitors of human DNMT1. DNMT1 molecular beacon, Hinp1I cleavage, fluorescence. inhibition (reported as % activation of signal), % at 10 µM. 360,000 tested, 0.83% active. AID 588458; in the data active means inhibition above about 50%
Scp-1 inhibitor: Scp-1 (human) phosphatase inhibition. Recombinant Scp1, phosphopeptide, malachite green phosphate absorbance. 340,000 tested, 0.88% active. Q9GZU7. inhibition, % at 20 µM. AID 493091;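 active means inhibition above about 50% at 20 µM, limit read from the data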;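 further: plate controls were DMSO wells with enzyme for no effect and wells lacking enzyme for full effect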
Target sequence (Q9GZU7 76-261 limits assumed): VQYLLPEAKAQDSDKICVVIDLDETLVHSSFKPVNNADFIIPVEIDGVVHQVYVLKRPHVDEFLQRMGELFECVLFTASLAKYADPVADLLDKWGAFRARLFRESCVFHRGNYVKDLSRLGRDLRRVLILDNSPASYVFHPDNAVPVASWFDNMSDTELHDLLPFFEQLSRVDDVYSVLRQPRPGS
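assay system = SCP-1 phosphatase catalytic domain, residues 76-261 | buffer or medium = 50 mM Tris acetate pH 5.5, 0.005% Tween-20, 10 mM MgCl2 | incubation = enzyme reaction 45 min at room temperature, colour 5 min, stabilisation 30 min | signal = Phosphate-binding colour reagent, absorbance read at 630 nm | measure = % inhibition at 20 µM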
TbMetRS inhib: blocks T. brucei methionyl-tRNA synthetase activity; purified T. brucei MetRS, ATP depletion, Kinase-Glo luminescence; inhibition, % at 11.9 µM; 360,000 tested, 0.4% active;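 active means inhibition above a per-plate cutoff of the control wells' mean inhibition plus 3 SD, cut at about 5.5% in these data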;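 further: 0% = DMSO wells median and 100% = median of wells with control inhibitor compound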
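Test system – parasite MetRS enzyme · Reagent – substrates ATP, L-methionine and bulk Escherichia coli tRNA · Doses – 11.9 µM compound single dose, 0.9% DMSO · Times – 15 min enzyme-compound preincubation, 2 h reaction, 10 min detection, 25 °C · Signal – Kinase-Glo luminescence, ATP depletion format · Controls – DMSO-only wells as low control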
STEP block: blocks human striatal-enriched tyrosine phosphatase | inhibition, % at 20 µM | recombinant STEP, OMFP fluorogenic substrate, fluorescence | 360,000 tested, 0.25% active | AID 588621;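 active means inhibition at 20 µM, scaled per plate between control wells, above about 37%, limit read from the data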;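 further: 0% = DMSO with enzyme and substrate and 100% = substrate only without enzyme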
Target sequence (P54829 whole entry, looked up): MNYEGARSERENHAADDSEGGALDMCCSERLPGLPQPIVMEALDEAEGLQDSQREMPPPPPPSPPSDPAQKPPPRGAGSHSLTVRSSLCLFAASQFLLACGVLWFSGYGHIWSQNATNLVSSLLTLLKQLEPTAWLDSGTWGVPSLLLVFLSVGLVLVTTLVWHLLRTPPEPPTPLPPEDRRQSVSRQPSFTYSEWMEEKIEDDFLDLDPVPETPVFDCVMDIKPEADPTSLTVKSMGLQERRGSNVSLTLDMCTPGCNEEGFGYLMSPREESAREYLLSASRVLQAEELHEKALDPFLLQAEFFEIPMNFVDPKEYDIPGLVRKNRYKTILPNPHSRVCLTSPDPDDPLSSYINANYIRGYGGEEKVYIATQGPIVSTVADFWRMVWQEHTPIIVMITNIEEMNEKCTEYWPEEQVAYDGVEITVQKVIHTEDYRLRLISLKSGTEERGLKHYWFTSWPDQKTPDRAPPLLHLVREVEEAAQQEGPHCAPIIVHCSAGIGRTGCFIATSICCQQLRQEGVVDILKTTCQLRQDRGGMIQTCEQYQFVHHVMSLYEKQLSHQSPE
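System: STEP (striatal-enriched tyrosine phosphatase) enzyme, cell-free; medium: Bis-Tris pH 6.0 buffer with DTT, detergent; dosing: 20 µM, 1% DMSO; times: reaction 20 min, ambient temperature; detection: fluorescence, 480/540 nm; read-out basis: normalized % inhibition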
NadD inh: blocks S. aureus nicotinate mononucleotide adenylyltransferase; purified NadD enzyme, colorimetric absorbance read-out; inhibition, % at 20 µM; 360,000 tested, 0.78% active; AID 602399; in the data active means inhibition above about 26%; further: some compounds past the cut are filed as inactive
Numbers without * were called inactive; i = inactive; nt = not tested or not shown. Only part of the results is shown; count on the stated rates, not on these rows.

entry | mol | SUMO1 PPI mod | Neddylation inh | LMPTP inh | NRP1-CendR mod | SKN-1 block
1 | COc1cc2c(cc1OC)-c1c3c(cc4c1[C@@H](C2)N(C)CC4)OCO3 | -3 | i | 4.9 | 9 | 1
2 | COc1ccccc1N1CCN(Cc2cccc(OC)c2O)CC1 | -2 | i | -0.1 | 1 | -3
3 | CC(C)NC(=O)Cn1cc(C(=O)c2ccccc2F)c2ccccc21 | -2 | i | -1.0 | -7 | -6
4 | Cc1cccc(-n2c(/C=C/c3ccc([N+](=O)[O-])o3)nc3ccccc3c2=O)c1 | -5 | i | 1.1 | 98 | 4
5 | CC(=O)Nc1cc(C(=O)N2CCC3(CC2)OCCO3)ccc1Sc1ccc(F)cc1 | 0 | i | -0.6 | 5 | 2
6 | Clc1ccc2c(c1)C(c1ccccc1Cl)=NCc1nncn1-2 | 0 | i | 0.2 | 8 | -9
7 | CCOC(=O)C1CCN(C(C)C(=O)c2c(C)[nH]c3cc(C)ccc23)CC1 (configuration not stated) | -3 | i | -1.1 | 9 | -1
8 | Cc1cccc(C)c1OP(N)(=O)Oc1c(C)cccc1C | -4 | i | 5.3 | 0 | -7
9 | CCCc1c(C)nc(-c2ccc(C)cc2)nc1OC(=O)N(C)C | 4 | i | 2.1 | -2 | -3
10 | CC1(C)C2([N+](=O)[O-])CNCC1([N+](=O)[O-])CNC2 | 0 | i | 0.1 | -2 | -16
11 | O=P(C(c1ccc2c(c1)OCO2)N1CCOCC1)(N1CCOCC1)N1CCOCC1 (configuration not stated) | -4 | i | -0.4 | 6 | -10
12 | CCCCn1c(=O)c(C(=O)NCc2ccccc2Cl)c(O)c2ccccc21 | -2 | i | 2.4 | 6 | 6

entry | DNMT1 block | Scp-1 inhibitor | TbMetRS inhib | STEP block | NadD inh
1 | 35 | -7 | -0.2 | 7 | 12
2 | -4 | -4 | 0.7 | -2 | -7
3 | 0 | -4 | -1.2 | -3 | -2
4 | 19 | 9 | -0.6 | -6 | 9
5 | 2 | -7 | -0.3 | -4 | -2
6 | 2 | -2 | -1.6 | 2 | 2
7 | -5 | -10 | -0.8 | 2 | -3
8 | 0 | -3 | -0.5 | 0 | -7
9 | 4 | -7 | -0.4 | 1 | -5
10 | 1 | 1 | -0.9 | 2 | -2
11 | 4 | 3 | -0.5 | 8 | -1
12 | 1 | -9 | 0.5 | 2 | 2

Compounds from the list above containing nitrogen in an aromatic ring (six):
entry | mol | SUMO1 PPI mod | Neddylation inh | LMPTP inh | NRP1-CendR mod | SKN-1 block
3 | CC(C)NC(=O)Cn1cc(C(=O)c2ccccc2F)c2ccccc21 | -2 | i | -1.0 | -7 | -6
4 | Cc1cccc(-n2c(/C=C/c3ccc([N+](=O)[O-])o3)nc3ccccc3c2=O)c1 | -5 | i | 1.1 | 98 | 4
6 | Clc1ccc2c(c1)C(c1ccccc1Cl)=NCc1nncn1-2 | 0 | i | 0.2 | 8 | -9
7 | CCOC(=O)C1CCN(C(C)C(=O)c2c(C)[nH]c3cc(C)ccc23)CC1 (configuration not stated) | -3 | i | -1.1 | 9 | -1
9 | CCCc1c(C)nc(-c2ccc(C)cc2)nc1OC(=O)N(C)C | 4 | i | 2.1 | -2 | -3
12 | CCCCn1c(=O)c(C(=O)NCc2ccccc2Cl)c(O)c2ccccc21 | -2 | i | 2.4 | 6 | 6

entry | DNMT1 block | Scp-1 inhibitor | TbMetRS inhib | STEP block | NadD inh
3 | 0 | -4 | -1.2 | -3 | -2
4 | 19 | 9 | -0.6 | -6 | 9
6 | 2 | -2 | -1.6 | 2 | 2
7 | -5 | -10 | -0.8 | 2 | -3
9 | 4 | -7 | -0.4 | 1 | -5
12 | 1 | -9 | 0.5 | 2 | 2

Limited to DNMT1 block, for 2 of the compounds above:
entry | smiles | DNMT1 block
10 | CC1(C)C2([N+](=O)[O-])CNCC1([N+](=O)[O-])CNC2 | 1
11 | O=P(C(c1ccc2c(c1)OCO2)N1CCOCC1)(N1CCOCC1)N1CCOCC1 (configuration not stated) | 4

(listing goes on)
entry | mol | SUMO1 PPI mod | Neddylation inh | LMPTP inh | NRP1-CendR mod | SKN-1 block
13 | COc1ccccc1-n1c(-c2cccs2)nc2ccccc2c1=O | 0 | i | 0.8 | 0 | 3
14 | CC1(C)C(C(=O)NCc2ccco2)C1(C)C | -2 | i | -0.6 | -4 | 9
15 | COc1ccccc1-n1c(/C=C/c2ccccn2)nc2ccccc2c1=O | -14 | i | 0.7 | 5 | -9
16 | Cc1ccc(CN2CCSc3ccc(C(=O)N4CCC5(CC4)OCCO5)cc32)cc1 | 1 | i | -0.5 | 4 | 0
17 | COc1ccc(OCC#CCN2CCCCCC2)cc1 | 1 | i | -5.3 | 14 | 0
18 | NC(Cc1ccccc1Cl)c1nn[nH]n1 (configuration not stated) | 5 | i | -0.9 | -12 | 23
19 | COC(=O)C1=C(c2ccc(C(C)=O)cc2)C[C@@H]2CC[C@H]1N2C(=O)NCc1ccc2c(c1)OCO2 | 1 | i | 2.0 | 21* | 1
20 | C=CCn1c(O)c(C(C)=NCCCN2CCOCC2)c(=O)[nH]c1=O | 2 | i | -2.7 | 11 | 4
21 | O=C(CCC(=O)N1CCC2(CC1)OCCO2)Nc1nnc(C(F)(F)F)s1 | -4 | i | 0.3 | 6 | 5
22 | CC(=O)C1C(N2CC2)CC2C3CCC4=CC(=O)CCC4(C)C3CCC21C (configuration not stated) | -13 | i | 8.5 | 5 | 10
23 | Cn1c(O)c(C=Nc2ccc(F)cc2)c(=O)[nH]c1=O | -3 | i | -2.5 | 5 | 16
24 | Cc1nonc1-c1nc(-c2nonc2N)n[nH]1 | 4 | i | -1.4 | 10 | 11

entry | DNMT1 block | Scp-1 inhibitor | TbMetRS inhib | STEP block | NadD inh
13 | 2 | -1 | 0.1 | -2 | -3
14 | -5 | -4 | 0.0 | 1 | 5
15 | -1 | -3 | -0.8 | 1 | -5
16 | 0 | -8 | -0.3 | -2 | -5
17 | -7 | -8 | 0.0 | -2 | 1
18 | -3 | nt | 0.1 | 2 | -2
19 | -3 | 0 | -0.3 | 1 | 0
20 | 1 | -1 | -0.4 | -4 | -7
21 | 2 | -5 | -0.3 | 1 | -4
22 | -16 | -5 | -0.3 | 4 | 17
23 | 2 | -1 | 0.4 | 3 | 0
24 | 0 | -1 | -0.4 | 1 | -4

The list continues.
entry | mol | SUMO1 PPI mod | Neddylation inh | LMPTP inh | NRP1-CendR mod | SKN-1 block
25 | Cc1ccc(OCC(=O)N2CCN(Cc3ccc4c(c3)OCO4)CC2)cc1C | 3 | i | -0.7 | -26 | -2
26 | O=c1c(C=Nc2cccnc2Cl)c(O)n(CCCCl)c(=O)n1C1CCCCC1 | 2 | i | -1.1 | -108 | 17
27 | C[C@]12CCC(=O)C=C1CC[C@@H]1[C@@H]2CC[C@]2(C)C(=O)CC[C@@H]12 | 0 | i | -0.4 | -2 | 12
28 | COc1ccc(CCNCc2ccsc2)cc1OC | -3 | i | -0.9 | 5 | 17
29 | NC(=O)C1(N2CCCCC2)CCN(Cc2ccccc2)CC1 | -4 | i | -0.9 | 6 | 0
30 | CSCCC(c1nnnn1C1CCCC1)N1CCC2(CC1)C(=O)NCN2c1ccccc1 (configuration not stated) | 3 | i | -1.0 | 21 | 13
31 | Cc1cc(OCc2nn[nH]n2)c2c3c(c(=O)oc2c1)CCCC3 | 15 | nt | -1.2 | -8 | -14
32 | CNCCc1ccc(O)c(O)c1 | -1 | i | -1.9 | -3 | -4
33 | CCCCCCN=C(C)c1c(O)n(Cc2ccccc2)c(=O)[nH]c1=O | 0 | i | 0.9 | -11 | -1
34 | CCCCOC(=O)C1=C(N)OC2=C(C(=O)CCC2)[C@]12C(=O)N(C)c1ccccc12 | -8 | i | -0.2 | 16 | -20
35 | COc1ccc(NC2=NC(C)(C)CS2)cc1 | 0 | i | -0.5 | 0 | 3
36 | CCOc1ccc(NC(=O)CCNC(=O)N2C[C@H]3C[C@@H](C2)c2cccc(=O)n2C3)cc1 | 0 | i | -2.6 | -7 | 2

entry | DNMT1 block | Scp-1 inhibitor | TbMetRS inhib | STEP block | NadD inh
25 | -3 | -11 | -0.5 | -1 | -2
26 | -2 | -7 | -0.6 | -2 | 0
27 | 1 | -4 | 0.0 | -1 | 4
28 | 1 | -3 | -0.4 | -4 | -6
29 | 3 | -2 | -0.6 | 0 | -3
30 | 4 | nt | 1.3 | 6 | -2
31 | 4 | 3 | -1.0 | -1 | -1
32 | 1 | -11 | 0.0 | -2 | -1
33 | 3 | -8 | 0.2 | 0 | 2
34 | 2 | -3 | -1.7 | 0 | 5
35 | 0 | 1 | -0.4 | 14 | -3
36 | -5 | 1 | 1.2 | 0 | 3

(listing goes on)
entry | mol | SUMO1 PPI mod | Neddylation inh | LMPTP inh | NRP1-CendR mod | SKN-1 block
37 | CC(=O)N1N=C2C3CCN(CC3)C2C1c1cccc2ccccc12 (configuration not stated) | -4 | i | -1.2 | -2 | -6
38 | C[C@@H]1CN([C@H](C)CO)C(=O)CCCn2cc(nn2)CO[C@H]1CN(C)C(=O)Oc1ccc2ccccc2c1 | 35 | i | -2.4 | -4 | 10
39 | COC(=O)C1=C(c2cccc(OCc3ccccc3)c2)C[C@@H]2CC[C@H]1N2C(=O)NNCc1ccccc1 | 0 | i | 5.3 | 9 | 6
40 | COc1cccc(CNC(=O)CCC(=O)N2C[C@H]3C[C@H](C2)c2cccc(=O)n2C3)c1OC | 4 | i | -2.2 | 0 | 5
41 | O=C1CN=C(c2ccccc2)c2oc3ccc(Br)cc3c2N1 | -4 | i | 0.7 | 16 | 10
42 | Cc1cccc(NC(N)=S)c1 | -2 | i | -0.4 | 13 | 12
43 | O=C1C=CC(=O)C2C1C1(Cl)C(Cl)=C(Cl)C2(Cl)C1(Cl)Cl (configuration not stated) | 8 | i | 0.5 | 26* | 15
44 | N=c1sc2c(n1Cc1ccccc1)CCCC2 | -2 | i | -1.0 | -15 | 6
45 | CC(=NCCO)c1c(O)n(C)c(=O)n(C)c1=O | 0 | i | -1.8 | 5 | 0

entry | DNMT1 block | Scp-1 inhibitor | TbMetRS inhib | STEP block | NadD inh
37 | -1 | 0 | -1.0 | -3 | 0
38 | 6 | nt | -1.1 | -1 | 4
39 | -10 | 6 | -0.1 | 0 | 6
40 | -5 | 4 | -0.5 | 2 | -1
41 | 1 | -5 | 2.2 | 0 | 3
42 | -1 | -2 | -0.3 | -3 | 6
43 | -37 | -16 | 0.4 | -3 | -5
44 | 2 | 3 | -0.5 | -2 | 2
45 | 0 | -7 | -0.4 | 0 | 4

Entries by screen from the list.
Compounds 37 to 45 in Scp-1 inhibitor, in turn: 0, nt, 6, 4, -5, -2, -16, 3, -7
